From PubChem
CHRM5 PAM: positive allosteric modulators of human muscarinic M5 receptor | P08912 | CHO-K1 hM5, Fluo-8 calcium, ACh EC20 PAM; 0% = ACh EC20, 100% = ACh EC100 | activation, % at 3 µM | hit rate 0.3% among 360,000;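 active = activation above the run cutoff, the mean activation of all test compounds plus 3 SD, cut at about 18% in these data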
Target sequence (P08912 whole entry, looked up): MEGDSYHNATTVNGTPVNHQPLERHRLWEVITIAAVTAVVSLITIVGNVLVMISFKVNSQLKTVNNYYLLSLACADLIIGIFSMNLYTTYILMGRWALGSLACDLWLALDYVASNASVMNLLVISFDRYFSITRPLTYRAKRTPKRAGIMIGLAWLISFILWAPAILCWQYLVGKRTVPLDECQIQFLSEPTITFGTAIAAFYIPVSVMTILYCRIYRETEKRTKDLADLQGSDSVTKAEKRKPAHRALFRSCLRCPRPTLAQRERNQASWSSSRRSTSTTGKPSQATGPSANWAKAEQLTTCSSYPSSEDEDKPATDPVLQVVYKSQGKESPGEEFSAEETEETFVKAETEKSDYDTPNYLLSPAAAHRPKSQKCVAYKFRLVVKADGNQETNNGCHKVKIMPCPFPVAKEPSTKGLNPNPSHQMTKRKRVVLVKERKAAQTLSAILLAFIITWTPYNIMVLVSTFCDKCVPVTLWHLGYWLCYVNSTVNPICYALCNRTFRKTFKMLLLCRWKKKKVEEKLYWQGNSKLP
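System: CHO-K1 cell line with stable human muscarinic M5 receptor expression | Also added: EC20 acetylcholine as agonist stimulus | Compound: One concentration, 3 µM final (nominal) | Timing: Fluo-8 loading 80 min at 37 °C plus 30 min room temperature | Measured by: Fluo-8 calcium dye fluorescence, kinetic read | Read-out basis: % activation, ACh-normalized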
TAAR1 agonist: agonists of human TAAR1 | AID 624467 | activation, % at 3 µM | CHO RD-HGA16 TAAR1, Fluo-8 calcium fluorescence; vehicle wells 0%, saturating PEA agonist 100% | hit rate 0.99% among 360,000 | Q96RJ0;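 active = activation above the mean activation of all test compounds in the run plus 3 SD, cut at about 38% in these data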
Target sequence (Q96RJ0 whole entry, looked up): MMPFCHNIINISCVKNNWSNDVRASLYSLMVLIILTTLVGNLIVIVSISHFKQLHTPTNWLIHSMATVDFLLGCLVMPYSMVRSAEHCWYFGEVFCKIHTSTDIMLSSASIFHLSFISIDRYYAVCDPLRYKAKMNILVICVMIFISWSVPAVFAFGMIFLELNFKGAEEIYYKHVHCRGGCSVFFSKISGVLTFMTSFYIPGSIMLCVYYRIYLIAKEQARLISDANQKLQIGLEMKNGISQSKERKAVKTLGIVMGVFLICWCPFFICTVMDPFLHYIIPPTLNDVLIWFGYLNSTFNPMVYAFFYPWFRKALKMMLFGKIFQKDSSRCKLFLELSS
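test system = CHO RD-HGA16 cells carrying human TAAR1 plus Gα16 | schedule = 17-24 h seeding, 75 min 37 °C dye, 30 min RT | compound dosing = 3 µM single concentration | control set = DMSO and PEA EC100 | replicates = n 1 | signal = Fluo-8 fluorescence, 5 s baseline then 140 s kinetic read | measure = percent activation vs PEA EC100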
CHRM4 PAM: CHRM4 positive allosteric modulation; CHO-K1 hM4/Gqi5, Fluo-8 calcium fluorescence, ACh EC20; 0% = ACh EC20, 100% = maximal ACh; AID 624126; P08173; activation, % at 3 µM; hit rate 0.4% among 360,000;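 active = activation above its plate's cutoff, the mean activation of sample wells plus 3 SD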; note: some results filed as inactive read as strong as hits
CHRM5 agonist: CHRM5 agonism in calcium assay. CHO-K1 hM5 cells, Fluo-8 calcium fluorescence; 0% DMSO wells, 100% maximal acetylcholine response. activation, % at 3 µM. hit rate 0.19% among 360,000;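 active = activation above the run's mean over test compounds plus 3 SD, cut at about 23% in these data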;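 note: signal is peak over basal fluorescence ratio across the kinetic read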
TAAR1 antag: antagonists of human TAAR1; Q96RJ0; CHO RD-HGA16 TAAR1, Fluo-8 calcium fluorescence, antagonist; inhibition, % at 3 µM; hit rate 1.5% among 360,000;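 active = inhibition above a per-plate cutoff, the mean inhibition of test compounds on that plate plus 3 SD, cut at about 49% in these data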;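 note: 0% = DMSO plus EC80 beta-PEA response and 100% = DMSO alone without agonist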
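Assay system: CHO-derived RD-HGA16 cells stably expressing human TAAR1 plus Gα16. Timing: 140 s kinetic read after compound, 140 s after agonist. Technique: kinetic Fluo-8 calcium fluorescence measurement. Measure: % inhibition of agonist calcium response.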
CRFBP-R2 block: CRF-BP/CRF-R2 complex antagonism; HEK293 CRF-R2/CRF-BP, CRF-induced calcium fluorescence; inhibition, % at 11.8 µM; hit rate 0.59% among 350,000; AID 588475;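 active = inhibition of the ligand-induced calcium signal above about 50% at the single tested concentration, limit read from the data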
CRFR2-BP ag: CRF-BP/CRF-R2 complex agonism. hit rate 0.46% among 350,000. activation, % at 13.2 µM. HEK293 CRF-R2/CRF-BP, calcium dye fluorescence (FLIPR); percent of saturating CRF peptide response;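 active = activation of at least 50%, plus an integration ratio under a set limit after plate pattern correction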;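 note: plate controls were neutral control wells without compound for no effect and CRF at EC100 for full effect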
M5 antag: CHRM5 antagonism in calcium assay. P08912. CHO-hM5 cells, Fluo-8 calcium fluorescence, ACh EC80. inhibition, % at 3 µM. hit rate 0.59% among 360,000;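 active = inhibition above a per-plate cutoff, the mean of that plate's test compounds plus 3 SD, cut at about 27% in these data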;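 note: 0% = acetylcholine EC80 with DMSO and 100% = DMSO without agonist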
CHO-K1 Ca PAM: nonselective activator or artifact in parental CHO-K1 calcium assay | activation, % at 3 µM | hit rate 0.02% among 360,000 | ATP EC20, Fluo-8 calcium fluorescence; 0% at ATP EC20, 100% at ATP max;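 active = activation above the run cutoff, the mean activation of all test compounds plus 3 SD, cut at about 40% in these data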;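 note: peak over basal fluorescence ratio in a 140 s read after ATP addition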
* hit, by the source's call; . = no result given.

Key to letters – A = CHRM5 PAM; B = TAAR1 agonist; C = CHRM4 PAM; D = CHRM5 agonist; E = TAAR1 antag; F = CRFBP-R2 block; G = CRFR2-BP ag; H = M5 antag; I = CHO-K1 Ca PAM
Structure: CCc1ccccc1-n1nnc(-c2ccccc2)n1
  A: 0	B: 2	C: 3	D: -3	E: 16	F: 7	G: -2.0	H: 4	I: 7

Structure: Nc1nc2sc3c(c2c(=O)s1)CCCC3
  A: -2	B: 8	C: -8	D: -3	E: -7	F: 0	G: -1.4	H: 3	I: -7

Structure: COc1ccc(C(CNC(=O)CCNC(=O)c2ccccc2OC)N2CCCC2)cc1 (stereo not given)
  A: -1	B: -1	C: -1	D: 0	E: -33	F: -4	G: 0.7	H: 1	I: -11

Structure: CCn1nc(C(=O)OCC(=O)N2c3ccccc3CC2C)c2ccccc2c1=O (stereo not given)
  A: 4	B: 6	C: -1	D: -9	E: -3	F: 0	G: -0.4	H: -3	I: 20

Structure: CN1C(=O)COc2ccc(C(=O)c3ccccc3C(=O)O)cc21
  A: 4	B: 1	C: 4	D: 2	E: -10	F: 9	G: -2.5	H: -4	I: 19

Structure: COC(=O)CCCCCCCC(=O)Nc1nnc(C(F)(F)F)s1
  A: -14	B: 12	C: -9	D: 2	E: -6	F: -24	G: 0.7	H: 9	I: 11

Structure: CN(C)c1ccc(C(=S)NCc2ccco2)cc1
  A: 1	B: 9	C: 0	D: -2	E: 15	F: -10	G: 4.5	H: 7	I: 10

Structure: Cc1cc(N=Nc2ccc(Cl)cc2)cc(CN2CCOCC2)c1O
  A: 16	B: 0	C: -16	D: 3	E: -25	F: 11	G: -2.1	H: -14	I: 19

Structure: Cc1nn(CC#N)c(=O)n1-c1cccc(F)c1
  A: -6	B: 1	C: 1	D: -5	E: 4	F: -16	G: -1.9	H: -6	I: 16

Structure: O=C(Nc1ccnn1C1CCN(Cc2cccc(F)c2F)CC1)C1CCCC1
  A: 0	B: 1	C: -2	D: 1	E: -4	F: -3	G: -0.2	H: -2	I: -8

Structure: COc1cccc(C(=O)COc2ccc(NC(=O)c3ccccc3)cc2)c1
  A: -3	B: 3	C: 6	D: -1	E: 4	F: 5	G: -0.8	H: -6	I: -18

Structure: COc1ccc(Cl)cc1C(=O)n1cnc2ccccc21
  A: 4	B: 3	C: 6	D: -2	E: -16	F: -16	G: -1.5	H: 6	I: 10

Structure: COc1ccc(C(=O)CN2C(=O)NC3(CCc4ccccc43)C2=O)cc1 (stereo not given)
  A: 1	B: 8	C: -3	D: 6	E: 0	F: -17	G: 0.0	H: 5	I: -6

Structure: CC1CN(CCCOc2ccccc2-c2ccccc2)CC(C)O1 (stereo not given)
  A: 1	B: 8	C: -4	D: -3	E: -19	F: 16	G: -6.3	H: 11	I: -13

Structure: CC(C)(C)[C@@H]1C=C(C(=O)N2CCOCC2)O[C@H](OCc2ccc(CO)cc2)C1
  A: 1	B: 1	C: 6	D: 1	E: -2	F: 3	G: 0.4	H: 3	I: 20

Structure: CC(=O)/C(=C/N(C)C)C(=O)Nc1ccc(Cl)cc1Cl
  A: -6	B: 6	C: 3	D: -2	E: 3	F: 10	G: 6.5	H: 5	I: 2

Structure: Cc1ccc(NC(=S)N2CCC(O)CC2)c(C)c1
  A: 5	B: -1	C: 4	D: -1	E: 11	F: 1	G: 0.6	H: -10	I: -4

Structure: COCCCNC(=S)N/N=C/c1ccccc1O
  A: -5	B: 10	C: -1	D: 0	E: -21	F: -3	G: -0.9	H: 7	I: -8

Structure: Cc1ccc(N=C(NOC(=O)c2ccccc2)c2nonc2N)c(C)c1
  A: -10	B: 2	C: 8	D: -3	E: 38	F: -4	G: 1.0	H: 2	I: 15

Structure: O=C(Cn1c(=S)[nH]c2ccccc21)c1ccccc1
  A: 7	B: 1	C: 13	D: 1	E: 35	F: -4	G: -0.6	H: 0	I: -9

Structure: COc1ccc(Cl)cc1C(=O)Nc1ccc(S(N)(=O)=O)cc1
  A: -4	B: 2	C: -15	D: -1	E: -6	F: 4	G: -4.4	H: 7	I: 15

Structure: O=C(NNC(=S)Nc1ccc(F)cc1)c1cccc([N+](=O)[O-])c1
  A: -7	B: 4	C: -1	D: -1	E: 6	F: 15	G: 6.2	H: 4	I: 13

Structure: Cc1cc(NC(=O)COC(=O)C2CC(=O)N(c3ccc(Br)cc3)C2)no1 (stereo not given)
  A: -1	B: 14	C: -2	D: -2	E: -27	F: 10	G: 0.2	H: 16	I: 0

Structure: CC(C(=O)N1CCN(c2ccc([N+](=O)[O-])cc2)CC1)N1C(=O)C2CC=CCC2C1=O (stereo not given)
  A: -7	B: 7	C: -7	D: 1	E: 11	F: 3	G: -1.1	H: 10	I: -16

Structure: CCn1nc(C)c(Br)c1-c1nc(CS(=O)(=O)c2ccsc2)no1
  A: 15	B: 1	C: 2	D: 7	E: -16	F: -5	G: -6.5	H: -10	I: 19

Structure: COc1cc(NC(=O)CCN2CCOCC2)cc(OC)c1
  A: 4	B: 0	C: -2	D: 1	E: 4	F: 0	G: -0.2	H: 0	I: 15

Structure: CCCC(=O)Nc1c2c(nn1-c1ccc(C)cc1)CS(=O)(=O)C2
  A: -1	B: 2	C: 4	D: -3	E: -6	F: 49	G: -1.4	H: -6	I: 0

Structure: CC(C)N1CCC2(CC1)N=C(c1ccc3c(c1)OCO3)CC(c1cc(Cl)ccc1O)N2 (stereo not given)
  A: -6	B: 18	C: -2	D: -6	E: 48	F: -39	G: 0.7	H: 1	I: 17

Structure: Cc1ccc(-c2c(C)n([O-])c3c([n+]2=O)CCCC3)cc1
  A: -4	B: 10	C: -1	D: 1	E: 15	F: -6	G: 2.5	H: -1	I: 10

Structure: COC(=O)CC1C(=O)NCCN1C(=O)CSc1nnnn1-c1ccc(OC)cc1 (stereo not given)
  A: 8	B: 0	C: -4	D: -7	E: -6	F: 0	G: 2.4	H: 0	I: 5

Structure: COc1ccccc1NS(=O)(=O)c1ccc(Cl)c(NC(=O)CN2C(=O)c3ccccc3C2=O)c1
  A: -5	B: 2	C: -2	D: 0	E: 17	F: -17	G: 1.8	H: 8	I: 16

Structure: O=C(CSc1nc(O)c(Cc2ccccc2)c(=O)[nH]1)Nc1nnc(SCc2ccccc2)s1
  A: 2	B: 6	C: 0	D: 0	E: 9	F: -9	G: -0.1	H: -4	I: 26

Structure: COc1cc2c(cc1OC)CN(C(=O)c1cc(S(=O)(=O)N3CCOCC3)c(Cl)cc1Cl)CC2
  A: -9	B: 5	C: -4	D: -1	E: -29	F: -2	G: 2.8	H: 18	I: 17

Structure: O=C(CN1CCN(c2ccc(O)cc2)CC1)Nc1cc(S(=O)(=O)N2CCCCC2)ccc1Cl
  A: -2	B: 12	C: 4	D: 6	E: 2	F: -19	G: 1.4	H: 7	I: -1

Structure: O=S(=O)(NCc1cccnc1)c1ccc(Cl)c2ccccc12
  A: 0	B: 3	C: -2	D: 3	E: 5	F: -17	G: 2.6	H: 0	I: 9

Structure: Cc1[nH][nH]c(=O)c1N=Nc1ccc(F)cc1
  A: -1	B: -2	C: -8	D: -4	E: 4	F: 1	G: -6.1	H: 2	I: 13

Structure: CCOC(=O)c1oc2ccccc2c1NC(=O)C(C)(C)C
  A: 5	B: 5	C: 5	D: -1	E: -21	F: -8	G: -0.7	H: 6	I: -23

Structure: COc1ccc(N2CCN(C(=O)CNC(=O)c3cn(-c4ccccc4OC)c(=O)c4ccccc34)CC2)cc1
  A: -2	B: 3	C: 3	D: 2	E: 4	F: -1	G: -0.7	H: 1	I: 3

Structure: Cc1cccc(C(=O)c2ccccc2C(=O)O)c1O
  A: 2	B: 4	C: -5	D: 4	E: -24	F: 6	G: -0.9	H: 0	I: 17

Structure: O=C(Nc1c(C(=O)O)oc2ccc(Br)cc12)c1ccccc1
  A: -5	B: .	C: -3	D: 0	E: .	F: 17	G: -1.2	H: 2	I: 12

Structure: CC1=CC=CC2=NC(=O)CC(C)(C(=O)N(CC(=O)NC3CCCC3)c3ccccc3C)N12 (stereo not given)
  A: -5	B: 8	C: 0	D: 0	E: 2	F: -9	G: 0.7	H: 2	I: 4

Structure: CCOc1ccc(C(=O)NCCC2=CCCCC2)cc1OCC
  A: -3	B: 2	C: 8	D: -5	E: -17	F: 23	G: -0.9	H: 0	I: 19

Structure: CCC(C(=O)OCC(=O)Nc1ccc(C)c(S(=O)(=O)N2CCOCC2)c1)c1ccccc1 (stereo not given)
  A: -5	B: 5	C: -6	D: 1	E: 16	F: 4	G: 4.1	H: 2	I: -7

Structure: Cc1ccc(S(=O)(=O)N2CCCC2)cc1C(=O)O
  A: -1	B: 6	C: 4	D: -3	E: 3	F: 11	G: -0.2	H: -10	I: -3

Structure: CCOc1cc(N2CCOCC2)c(OCC)cc1NC(=O)c1nc2nc(C)cc(C)n2n1
  A: -6	B: 4	C: 0	D: -3	E: 13	F: -18	G: -1.5	H: -7	I: 11

Structure: COc1cc(OC)cc(C(=O)NC(=S)Nc2cccnc2)c1
  A: 1	B: 8	C: -3	D: -1	E: -8	F: 25	G: -0.5	H: 13	I: 14

8 compounds out of the list, sorted by count of non-hydrogen atoms, low to high:
Key to letters – A = CHRM5 PAM; B = TAAR1 agonist; C = CHRM4 PAM; D = CHRM5 agonist; E = TAAR1 antag; F = CRFBP-R2 block; G = CRFR2-BP ag; H = M5 antag; I = CHO-K1 Ca PAM
Structure: Cc1cccc(C(=O)c2ccccc2C(=O)O)c1O
  A: 2	B: 4	C: -5	D: 4	E: -24	F: 6	G: -0.9	H: 0	I: 17

Structure: Cc1ccc(-c2c(C)n([O-])c3c([n+]2=O)CCCC3)cc1
  A: -4	B: 10	C: -1	D: 1	E: 15	F: -6	G: 2.5	H: -1	I: 10

Structure: COc1cc(NC(=O)CCN2CCOCC2)cc(OC)c1
  A: 4	B: 0	C: -2	D: 1	E: 4	F: 0	G: -0.2	H: 0	I: 15

Structure: CCOc1ccc(C(=O)NCCC2=CCCCC2)cc1OCC
  A: -3	B: 2	C: 8	D: -5	E: -17	F: 23	G: -0.9	H: 0	I: 19

Structure: CC1=CC=CC2=NC(=O)CC(C)(C(=O)N(CC(=O)NC3CCCC3)c3ccccc3C)N12 (stereo not given)
  A: -5	B: 8	C: 0	D: 0	E: 2	F: -9	G: 0.7	H: 2	I: 4

Structure: COc1cc2c(cc1OC)CN(C(=O)c1cc(S(=O)(=O)N3CCOCC3)c(Cl)cc1Cl)CC2
  A: -9	B: 5	C: -4	D: -1	E: -29	F: -2	G: 2.8	H: 18	I: 17

Structure: COc1ccccc1NS(=O)(=O)c1ccc(Cl)c(NC(=O)CN2C(=O)c3ccccc3C2=O)c1
  A: -5	B: 2	C: -2	D: 0	E: 17	F: -17	G: 1.8	H: 8	I: 16

Structure: COc1ccc(N2CCN(C(=O)CNC(=O)c3cn(-c4ccccc4OC)c(=O)c4ccccc34)CC2)cc1
  A: -2	B: 3	C: 3	D: 2	E: 4	F: -1	G: -0.7	H: 1	I: 3
